Screening data: PubChem BioAssay, several laboratories
Shn3 inh set2 = reduction of Shn3 3'UTR firefly luciferase signal, primary screen, Schnurri-3 inhibitor project, cell-based, Clone20 osteoblasts, set 2; Clone20 osteoblast Shn3 3'UTR firefly luciferase, 24 h; inhibition, % at 12.5 µM; actives 0.52% (n = 360,000); AID 588674, 2011;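 active = mean inhibition of at least 75% with every replicate also reaching 75%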;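 also: 0% = median of neutral control wells and 100% = pilot-screen positive control compound; some compounds past the cut are filed as inactive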
NR2F2 inh = NR2F2 transcriptional activity inhibitors, primary screen, cell-based, luciferase reporter, HEK293T, luminescence; COUP transcription factor 2 (Homo sapiens), P24468; HEK293T NGFI-A luciferase reporter; inhibition, % at 8.6 µM; actives 0.7% (n = 370,000);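 active = inhibition above a per-plate cutoff, mean inhibition of test wells between control levels plus 3 SD, cut at about 38% in these data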;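 also: cells cotransfected with COUP-TFII expression vector driving the NGFI-A reporter; 0% = median of COUP-TF2 test wells and 100% = reporter-only cells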
Target sequence (P24468 whole entry, looked up): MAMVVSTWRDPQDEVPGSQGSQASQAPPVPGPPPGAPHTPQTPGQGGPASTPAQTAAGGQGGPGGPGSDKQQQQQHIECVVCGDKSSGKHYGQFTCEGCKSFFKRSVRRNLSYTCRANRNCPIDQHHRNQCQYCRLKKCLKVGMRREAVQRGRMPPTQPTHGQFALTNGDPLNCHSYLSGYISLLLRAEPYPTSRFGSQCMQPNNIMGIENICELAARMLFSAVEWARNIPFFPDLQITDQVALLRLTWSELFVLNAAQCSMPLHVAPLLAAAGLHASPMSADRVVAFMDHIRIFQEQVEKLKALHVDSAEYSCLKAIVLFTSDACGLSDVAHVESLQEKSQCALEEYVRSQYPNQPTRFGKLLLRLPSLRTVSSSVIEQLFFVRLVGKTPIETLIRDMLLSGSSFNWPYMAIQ
SRC1 inh = SRC1 coactivator transcriptional activity inhibitors, primary screen, cell-based, luminescence. inhibition, % at 3.6 µM. HEK293 GAL4-SRC1 luciferase reporter. Nuclear receptor coactivator 1 (Homo sapiens), Q15788. actives 0.12% (n = 360,000);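 active = inhibition above the campaign mean plus 3 SD, with each screening campaign given its own cutoff, cut at about 60% in these data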;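 also: 0% = DMSO treated cells and 100% = gossypol at 36 µM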
CF NFkB block = inhibitors of PAF-induced NF-kB signaling, primary screen, cell-based, GFP fluorescence, uHTS | KKLEB NF-kB-GFP reporter, GFP fluorescence overnight | inhibition, % at 5 µM | actives 0.86% (n = 360,000) | AID 588850, 2011;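 active = at least 50% inhibition at 5 µM, scaled per plate between neutral and stimulator controls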;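 also: PAF is a Pseudomonas aeruginosa culture filtrate used as stimulus; plate controls were PAF-stimulated DMSO wells for no effect and unstimulated DMSO wells for full effect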
NCOA3 inh = SRC3 coactivator transcriptional activity inhibitors, primary screen, cell-based, luminescence | Nuclear receptor coactivator 3 (Homo sapiens), Q9Y6Q9 | HEK293 GAL4-SRC3 luciferase reporter | inhibition, % at 3.6 µM | actives 0.17% (n = 360,000) | AID 588352, 2011;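 active = inhibition above a per-campaign cutoff, the mean of all compounds plus 3 SD, cut at about 60% in these data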;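 also: 0% = DMSO-treated cells and 100% = gossypol-treated cells at 36 µM; higher means less SRC3-driven luciferase light from the GAL4 reporter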
C8 TRAIL sens = viability loss with TRAIL in NB7+C8 cells, primary screen, TRAIL sensitizer project, cell-based, ATPlite luminescence; inhibition (viability loss, TRAIL sensitization), % at 10 µM; actives 1% (n = 360,000);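 active = compounds causing at least 50% loss of cell viability in the single-dose screen, relative to plate controls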
LMP1 NFkB inh = EBV LMP1-driven NF-kappaB luciferase reporter inhibitors, primary screen, cell-based, luminescence, single point. LMP1-induced NF-kappaB luciferase reporter cells. inhibition, % at 12.5 µM. actives 0.69% (n = 350,000). AID 504558, 2011; in the data active = inhibition above about 41%;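 also: 0% = neutral control wells and 100% = reference inhibitor control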
TWEAK-Fn14 inh = inhibitors of TWEAK-Fn14 signaling, primary screen, luciferase reporter cells, uHTS | TWEAK-stimulated Fn14 reporter cells, luciferase luminescence, 8 h | inhibition, % at 10 µM | actives 2% (n = 360,000); in the data active = inhibition above about 50%
KKLEB tox = cytotoxicity in KKLEB CF airway cells, primary screen, cytotoxicity control for CF NF-kB inhibitor project, cell-based, uHTS, fluorescence assay plates. KKLEB CF airway cells viability, ATPlite luminescence, overnight; stronger effect = lower value; cells stimulated with P. aeruginosa culture filtrate. activity change (cytotoxicity), % at 5 µM. actives 0.36% (n = 360,000);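 active = corrected activity change at or below -50% at 5 µM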
TROY signal inh = inhibitors of TROY-driven NF-kB signaling, primary screen, Q293 LMP1-TROYcd cells, NF-kB luciferase, uHTS. Q293 LMP1-TROYcd NF-kB luciferase reporter, 4 h. AID 1347056, 2019. inhibition, % at 10 µM. actives 0.98% (n = 360,000);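 active = compounds whose plate-normalised and pattern-corrected inhibition of the luciferase reporter signal at the single screening dose is 50% or more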
LRH-1 inv ag = LRH-1 (NR5A2) inverse agonists, primary screen, cell-based, luminescence, HEK293T, StAR-luciferase reporter; actives 0.13% (n = 360,000); LRH-1 transfected, 24 h; AID 602396, 2012; inhibition, % at 3.6 µM;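 active = inhibition above the mean inhibition of all tested compounds plus 3 SD, cut at about 73% in these data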;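 also: 0% = DMSO wells and 100% = reporter-only cells lacking LRH-1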
Target sequence (O00482 whole entry, looked up): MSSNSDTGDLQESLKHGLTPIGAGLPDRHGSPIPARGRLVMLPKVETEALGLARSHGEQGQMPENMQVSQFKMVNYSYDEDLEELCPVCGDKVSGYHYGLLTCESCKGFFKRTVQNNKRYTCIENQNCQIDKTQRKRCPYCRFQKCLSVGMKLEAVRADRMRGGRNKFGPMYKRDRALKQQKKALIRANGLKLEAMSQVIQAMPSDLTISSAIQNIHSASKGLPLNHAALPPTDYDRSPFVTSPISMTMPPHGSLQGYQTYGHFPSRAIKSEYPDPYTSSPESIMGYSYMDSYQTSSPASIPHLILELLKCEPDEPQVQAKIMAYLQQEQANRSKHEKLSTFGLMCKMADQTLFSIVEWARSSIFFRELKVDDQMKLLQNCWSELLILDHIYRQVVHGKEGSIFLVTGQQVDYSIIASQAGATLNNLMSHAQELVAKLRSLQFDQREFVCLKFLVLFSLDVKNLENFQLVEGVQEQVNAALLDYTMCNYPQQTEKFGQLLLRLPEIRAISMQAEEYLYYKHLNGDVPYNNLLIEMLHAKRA
Active calls of the source: *; / = no result given.

SMILES	TROY signal inh	Shn3 inh set2	C8 TRAIL sens	KKLEB tox	SRC1 inh	CF NFkB block	NR2F2 inh	NCOA3 inh	LRH-1 inv ag	LMP1 NFkB inh	TWEAK-Fn14 inh
CCCN(CC1CC1)c1cc2c(c3c1ccn3C)C1CCC2C1 (stereo not drawn)	-1	13	11	-17	4	5	-5	22	19	/	-4
CCN(CC)C(=O)CN1CCC(c2nc3cc(C)c(C)cc3[nH]2)CC1	-50	16	0	-1	8	21	-17	10	23	-11	-29
COc1ccc(NC(=O)C2CCCN2C(=O)NC2CCCCC2)cc1 (stereo not drawn)	-6	-6	-16	21	-2	2	8	1	12	-6	10
COc1ccc(-n2c(SC)nc(O)cc2=O)cc1	3	1	-11	-4	-19	2	-3	12	6	-18	10
Cc1cc(C)c2nc(Cl)c(Cl)nc2c1	-20	-63	-16	-12	15	-5	19	6	17	4	-26
C=CCn1c(=O)c2ccccc2n2c(SCc3nc4ccccc4s3)nnc12	10	-49	-2	3	-54	-5	-21	-65	-64	-31	20
NC(=O)CSc1nnc(-c2ccco2)n1N	0	-25	-4	5	-11	7	-45	-3	-16	-7	-14
CC(C)(C)OC(=O)C[C@@H]1C/C=C\C[C@H](CC(=O)NCCO)C(=O)N[C@@H](Cc2ccccc2)COC1=O	-13	-18	-11	14	-8	-16	-3	4	-1	-8	-24
Cc1ccccc1CN(C)Cc1cc(=O)oc2c(C)c(C)ccc12	-6	13	18	4	-16	8	13	-89	13	-35	-28
CCCn1nc(C(=O)NNC(=O)c2cccc(C)c2)c2ccccc2c1=O	-22	-18	11	-23	-23	9	-17	-18	18	-7	-9
Cc1cc(C)c(S(=O)(=O)Nc2c(C)n(C)n(-c3ccccc3)c2=O)cc1[N+](=O)[O-]	-11	10	-1	-12	-12	-1	7	-17	3	-6	1
CCOC(=O)Nc1ccc(C)cc1C	-7	-2	4	3	-16	-9	2	16	9	-4	7
COc1ccccc1CNc1cc(C)ccn1	7	8	2	2	-16	-10	-21	4	7	0	7
COc1ccc(/C=C2\C(=O)NCC(=O)N2Cc2ccccc2)cc1	20	18	-4	-9	-5	8	10	7	3	5	5
CCCCN(C(=O)COC(=O)C1(c2ccccc2)CC1)c1c(N)n(CCC)c(=O)[nH]c1=O	-11	-16	-4	-8	-16	14	-6	7	0	1	16
Cc1ccccc1C(=O)NC1CCSC1=O (stereo not drawn)	4	-2	-19	0	1	3	-12	7	-3	-5	9
CNC(=O)Cn1c(=O)n(C)c2ccccc21	-9	14	-11	-2	11	11	-2	8	4	-5	1
Cc1cc(C)c(C#N)c(=N)o1	-10	-24	-9	10	-2	4	-2	-18	4	-4	1
CCOc1ccc2c(c1)S/C(=C\c1cccs1)C(=O)N2	-71	-48	-23	-4	-67	-29	-34	-48	-73	-44	-10
CN(CCNC(=O)Cn1c(=O)sc2ccccc21)Cc1ccccc1	-8	-10	-8	16	1	-31	-3	-1	2	2	10
Cc1cc(N2CCN(c3ccccc3)CC2)nc(-c2ccccc2)n1	8	10	0	6	2	-36	7	10	-13	4	-9
O=C(CN1C(=O)NC2(CCCCCC2)C1=O)Nc1ccc(Br)cc1Br	-3	2	-9	-2	-33	-6	12	2	5	-5	-19
O=C(Nc1cccc(-c2cccc(F)c2)c1)C1CCN(Cc2ccc(CO)o2)CC1	-30	25	12	1	-105	-16	9	-20	-7	-5	-20
O=C(Nc1nnc(C2=COCCO2)o1)c1ccc(Cl)cc1	-12	1	-2	2	7	-3	-9	6	-3	8	-7
CCOC(=O)C1CCCN(C(=O)c2ccc(-c3ccccc3)cc2)CC1 (stereo not drawn)	2	7	-1	17	-19	2	8	-14	-25	/	-5
CCOc1ccccc1/C=N\Nc1cnn(Cc2ccccc2)c(=O)c1Cl	7	2	-2	-13	-6	14	11	15	-7	-6	-1
Cc1cc(C(=O)O)ccc1N/C=C1\CCCC(C)C1=O (stereo not drawn)	/	-36	1	4	-49	-4	-23	-56	-68	-43	25
Cc1ccc(-c2csc(NC(=O)COc3ccc(N(C)S(=O)(=O)c4ccc(C)cc4)cc3)n2)cc1	6	61	18	6	0	11	8	22	16	7	6
CCOC(=O)c1cccc(S(=O)(=O)N(CCO)Cc2cc3cc(OC)c(OC)cc3[nH]c2=O)c1	-2	13	0	6	-4	-3	21	0	-7	-13	9
O=C(CCc1ccccc1)Nc1ccccc1[N+](=O)[O-]	-67	-21	1	8	-44	10	-30	-32	-99	-8	-24
Cc1ccc(SCCC(=O)NC(C(C)C)C(C)C)cc1	24	-9	-3	-12	6	-7	10	12	6	0	6
Cc1ccc(C2=NS(=O)(=O)N(C)C(C(=O)N(C)C3CCCCC3)=C2)cc1	-6	-14	6	-12	0	11	1	-2	19	-2	-20
CCOc1ccc(C2C(C(=O)OC)=CN(C(C)c3ccccc3)C=C2C(=O)OC)cc1 (stereo not drawn)	-12	-12	8	-15	-3	7	24	15	4	4	-22
COc1ccc(S(=O)(=O)N2CCCCC2c2cc(C(=O)Nc3ccccc3Cl)no2)cc1 (stereo not drawn)	23	14	-8	9	3	-11	24	-3	11	/	36
CCc1cc(C(=O)NC2CCCc3c2cnn3-c2ccc(F)cc2F)no1 (stereo not drawn)	18	58	9	-5	6	5	53*	-9	15	6	9
CCNC(=S)N(Cc1cc2cc(C)cc(C)c2[nH]c1=O)C1CCCC1	47	2	6	-11	0	4	4	9	-17	1	-55
Cc1cc(SCC(=O)c2cccs2)nc2ccccc12	-65	-51	27	-18	-25	10	0	-35	-17	-32	-16
O=C(c1ccco1)n1nc(-c2ccccc2)nc1NCc1ccco1	-22	-18	-12	5	-23	14	-25	-15	-17	-6	5
CCOc1ccc(C(=O)Cc2ccccc2)cc1	-60	-28	14	-20	-54	18	-48	-46	-57	7	-46
CCC1CCCCN1CCCNC(=O)CN1C(=O)COc2ccc(S(=O)(=O)N3CCC(C)CC3)cc21 (stereo not drawn)	-11	-12	-5	-16	-13	4	-3	3	-12	-8	-2
C=CC(=O)Nc1ccc(Br)cc1	-24	18	16	-17	-11	-17	12	3	50	9	-10
C1CCc2nnc(C3CC3)n2CC1	13	-6	-8	1	-12	2	5	22	0	8	-1
C[C@@H]1CN([C@H](C)CO)C(=O)CCCn2nncc2CO[C@H]1CN(C)Cc1ccc(C(=O)O)cc1	-1	0	0	12	-3	4	-4	-7	7	-7	-6
CC(CSc1n[nH]c(=S)s1)c1ccccc1 (stereo not drawn)	1	17	-6	13	4	-38	-5	4	9	-3	-15
CN(C)N=Nc1ccc(-c2cn(Cc3ccccc3)cn2)cc1	-42	-20	-10	-1	-54	-15	-26	-100	-42	-26	-29
O=C(COC(=O)CCNS(=O)(=O)c1ccccc1)NNC(=O)c1ccccc1	-9	4	-5	-9	-9	5	3	-1	3	-7	12
Cc1c(NC(=O)c2ccc(Cl)nc2)cccc1-c1nc2cccnc2s1	22	2	12	-1	15	38	11	8	-16	11	39
Cc1cc(C)cc(-n2nnc(C(=O)NCc3ccco3)c2N)c1	-18	-1	-9	-11	-5	-22	-17	2	-13	9	-6
CCN(CC)S(=O)(=O)c1ccc(NC(=O)COc2cccc(-n3cnnn3)c2)cc1	-8	14	3	8	-7	-22	3	13	24	-10	2
CCN(CC)CCNC(=O)c1cn(C)c2ccc(S(=O)(=O)N(C)C3CCCCC3)cc2c1=O	9	5	-9	20	-21	2	-17	-2	-2	2	8
CC(Sc1nnc(COc2ccc([N+](=O)[O-])cc2)n1-c1ccccc1)C(=O)O (stereo not drawn)	11	12	-4	3	-27	0	/	2	-5	-4	-3
COc1cccc(-c2nnc(-c3ccc(C(F)(F)F)cc3)o2)c1	-33	-77	7	4	-59	10	-26	-76	-69	-50	-34
CCC(Sc1ccc2nnc(-c3ccc(F)cc3)n2n1)C(=O)OC (stereo not drawn)	3	4	-28	6	11	-10	12	-2	-4	5	-2
O=[N+]([O-])c1ccc(C=NNC(=S)NN=Cc2ccc([N+](=O)[O-])cc2)cc1	-3	16	9	-6	-9	3	9	-21	1	5	-6
CCOC(=O)C1=CCN(S(=O)(=O)c2ccc(C)cc2)C1c1ccc(C(C)C)cc1 (stereo not drawn)	4	-35	5	-7	7	14	1	-4	13	/	8
COC(=O)[C@]12CCCCC=C1N(Cc1cccc3ccccc13)C(=O)[C@H](CC(=O)NCc1cccs1)C2	33	/	7	/	/	/	0	/	-21	/	16

Continuation.
SMILES	TROY signal inh	Shn3 inh set2	C8 TRAIL sens	KKLEB tox	SRC1 inh	CF NFkB block	NR2F2 inh	NCOA3 inh	LRH-1 inv ag	LMP1 NFkB inh	TWEAK-Fn14 inh
CCN(c1cccc(C)c1)C(C(=O)Nc1ccc(OC)cc1)c1cc2c(cc1[N+](=O)[O-])OCO2 (stereo not drawn)	-25	-14	22	-3	1	-4	3	-3	-7	9	-15
COCCNC(=O)COC(=O)c1nsc(Cl)c1Cl	-4	-6	1	3	-13	2	-8	4	4	5	1
Cc1ccc(C(=O)Nc2ccccc2SCC2CSc3nc4ccccc4c(=O)n32)cc1 (stereo not drawn)	-10	4	22	0	-50	10	-56	-64	-4	-24	-52
CCCS(=O)(=O)N1CCC(C(=O)Oc2ccc(OC)cc2)CC1	12	-2	7	-2	-1	-1	8	13	0	12	0
Cc1ccc(S(=O)(=O)NCc2ccccc2)cc1C(=O)N1CCN(S(=O)(=O)c2ccccc2)CC1	-21	-15	-10	-11	-13	6	-4	10	-9	-1	6
CC1CCCCC1NC(=O)CSc1nnc(-c2ccco2)n1N (stereo not drawn)	1	-22	-29	6	3	-26	-1	11	1	-2	-1
CCOc1ccc(S(=O)(=O)N2CCC(C(=O)N3CCOCC3)CC2)cc1C	22	14	-7	0	-13	-1	-1	-6	-1	3	35
CSc1ccccc1NC(=O)CN(C)C(=O)c1ccc2c(c1)OCCO2	-15	-10	-26	-13	-6	15	-2	-12	-2	3	6
O=C(COc1ccccc1)N1CCN(S(=O)(=O)Cc2ccccc2)CC1	0	-13	-16	-9	-2	10	-4	6	-10	-5	-5

These rows are one share of the data. The share of hits here may be higher or lower than overall.
